From PubChem
DLD1 CTGF mRNA: YAP1 pathway inhibitors via CTGF transcript, primary screen, DLD1 colon cancer cells, RT-qPCR, single point (AID 743449) | DLD1 CTGF mRNA qPCR, 24 h; active compounds read high | inhibition, % at 12.5 µM | hit rate 0.9% among 9,900;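 active means mean normalized replicate activity at least 50 and at least half of replicates each reaching 50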;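 further: 0% = neutral control wells and 100% = dasatinib control wells; higher means stronger suppression of CTGF expression like dasatinib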
Pax4 mRNA alpha TC1: activators of Pax4 gene expression, primary screen, RT-PCR, mouse alpha TC1 cells, single point (AID 1053180); mouse alpha TC1 cells, Pax4 mRNA qPCR, 6 days; active compounds read high; 100% = Pax4 plasmid added at qPCR; activation, % at 10 µM; hit rate 0.2% among 9,600;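 active means highest normalized replicate activity of 15 or more, or at least half the replicates reach 15 or more; inactive means neither condition met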;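 further: pax4 Ct normalized to GAPDH with activation seen as lower delta delta Ct; plate controls were plate neutral control wells for no effect and Pax4 plasmid positive control for full effect; each compound tested in two replicate wells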
An asterisk follows results filed as active; / = not tested or not shown; & = joins results of further samples. The list is partial. The share of hits here may be higher or lower than overall.

SMILES	DLD1 CTGF mRNA	Pax4 mRNA alpha TC1
O=C(Cc1cccnc1)N1CC2(C1)[C@@H](c1ccccc1)[C@@H](CO)N2C(=O)C1CCOCC1	-13.7	/
CN1C(=O)c2cc(NC(=O)c3cscn3)ccc2OC[C@H]2O[C@@H](CC(=O)N3CCOCC3)CC[C@@H]21	-250.1	0.0
NCC[C@@H]1CC[C@H](NC(=O)NC2CCCCC2)[C@H](CO)O1	12.0	0.0
COCC(=O)N1[C@H](C(=O)Nc2ccccc2)[C@@H](CO)[C@@H]2Cn3c(ccc(-c4ccncc4)c3=O)[C@@H]21	-18.8	0.0
CCC(=O)N1CC[C@@H]2[C@@H](CO)Nc3ccc(C#Cc4ccccc4F)cc3[C@@H]21	4.0	0.0
COc1ccc(S(=O)(=O)N(C)C[C@H]2Oc3c(cccc3N(C)C)C(=O)N([C@H](C)CO)C[C@@H]2C)cc1	7.3	0.0
O=C1CNC[C@H]2[C@@H](c3ccc(C4=CCCC4)cc3)[C@H](CO)N12	6.2	0.0
CCCNC(=O)N1CC2(CN(C(=O)c3cnccn3)C2)c2c([nH]c3cc(OC)ccc23)[C@H]1CO	6.3	0.0
CN1C(=O)c2cc(NC(=O)c3cccc(F)c3)ccc2OC[C@H]2O[C@H](CC(=O)NCc3ccccc3Cl)CC[C@@H]21	-22.4	0.0
O=C(C1CCOCC1)N1CC2(C1)[C@@H](c1ccccc1)[C@@H](CO)N2Cc1ccccc1F	8.2	/
OC[C@@H]1[C@H](c2ccc(-c3cccc(F)c3)cc2)[C@@H]2CN(Cc3cncnc3)CCCCN12	-12.3	0.0
O=C(C[C@@H]1C=C[C@H](NC(=O)Nc2ccccc2F)[C@@H](CO)O1)NCc1ccc(-c2ccccc2)cc1	7.1	0.0
O=C(Nc1ccccc1)[C@@H]1[C@@H](CO)[C@@H]2Cn3c(cccc3=O)[C@H]1N2C(=O)c1ccc(F)cc1	51.2*	0.0
O=C(C[C@H]1CC[C@H](NS(=O)(=O)c2ccc(F)cc2)[C@@H](CO)O1)N1CCN(c2ccccc2)CC1	-17.0	0.0
CO[C@@H]1CC[C@@H]2CCOc3ccc(C#N)cc3C(=O)N(C)[C@@H](C)C(=O)N(C)C[C@H]1O2	17.0	0.0
Cc1ccccc1-c1ccc(C2[C@@H]3CN(C(=O)Cc4ccncc4)C[C@H]2N3)cc1 (stereo not given in full)	-39.3&-23.1	0.0&0.0
Cc1noc(C)c1S(=O)(=O)N(C)C[C@@H]1OCc2cn(nn2)CCCC(=O)N([C@@H](C)CO)C[C@@H]1C	-42.9	0.0
Cc1noc(C)c1NC(=O)Nc1ccc2c(c1)C(=O)N(C)[C@@H]1CC[C@H](CC(=O)N[C@H]3CCN(Cc4ccccc4)C3)O[C@@H]1CO2	8.5	0.0
O=S(=O)(c1cccc(F)c1)N1CC[C@@H]2[C@@H](CO)Nc3ccc(C#Cc4ccccc4F)cc3[C@@H]21	-35.6	0.0
O=C(C[C@@H]1CC[C@@H]2[C@H](COC[C@@H](O)CN2C(=O)c2ccncc2)O1)Nc1ccc(-c2ccccc2)cc1	19.0	0.0
C[C@H]1CN([C@@H](C)CO)C(=O)CCCn2nncc2CO[C@@H]1CN(C)Cc1ccccc1C(=O)O	2.5	0.0
CC(=O)N1CC2(C1)[C@@H](c1ccccc1)[C@@H](CO)N2C(=O)c1cnccn1	-3.6	/
Cc1ccccc1S(=O)(=O)N1[C@H](CO)[C@@H](c2ccc(C#CC3CC3)cc2)[C@@H]1C#N	-13.6	0.0
COc1cccc(-c2ccc3c(c2)[C@H]2[C@H](CCN2S(=O)(=O)C2=NC(C)C=N2)[C@H](CO)N3C)c1 (stereo not given in full)	-11.2	0.0
O=S(=O)(NC[C@@H]1[C@H](c2ccccc2)[C@H](CO)N1CC1CC1)c1ccccc1	20.7	0.0

Single records, from the list above.
O=C(Nc1ccccc1)[C@@H]1[C@@H](CO)[C@@H]2Cn3c(cccc3=O)[C@H]1N2C(=O)c1ccc(F)cc1 is entered as DLD1 CTGF mRNA = 51.2*; Pax4 mRNA alpha TC1 = 0.0
CC(=O)N1CC2(C1)[C@@H](c1ccccc1)[C@@H](CO)N2C(=O)c1cnccn1 is entered as DLD1 CTGF mRNA = -3.6; Pax4 mRNA alpha TC1 = /

The main list resumes with the 5 entries that preceded the break.
SMILES	DLD1 CTGF mRNA	Pax4 mRNA alpha TC1
C[C@H]1CN([C@@H](C)CO)C(=O)CCCn2nncc2CO[C@@H]1CN(C)Cc1ccccc1C(=O)O	2.5	0.0
CC(=O)N1CC2(C1)[C@@H](c1ccccc1)[C@@H](CO)N2C(=O)c1cnccn1	-3.6	/
Cc1ccccc1S(=O)(=O)N1[C@H](CO)[C@@H](c2ccc(C#CC3CC3)cc2)[C@@H]1C#N	-13.6	0.0
COc1cccc(-c2ccc3c(c2)[C@H]2[C@H](CCN2S(=O)(=O)C2=NC(C)C=N2)[C@H](CO)N3C)c1 (stereo not given in full)	-11.2	0.0
O=S(=O)(NC[C@@H]1[C@H](c2ccccc2)[C@H](CO)N1CC1CC1)c1ccccc1	20.7	0.0
Cc1ccccc1-c1ccc([C@@H]2[C@@H](CO)N3C(=O)CN(C(=O)c4ccncc4)C[C@@H]23)cc1	-42.1	0.0
C[C@H]1CCCCO[C@H](CN(C)Cc2ccc(C(=O)O)cc2)[C@@H](C)CN([C@@H](C)CO)C(=O)c2cc(N(C)C)ccc2O1	-18.0	0.0
CO[C@H]1CN(C)C(=O)c2ccc(NC(C)=O)cc2OC[C@@H](C)N(Cc2cccc(F)c2)C[C@H]1C	-10.5	0.0
CN1CCN(C(=O)c2cc3c(c(-c4cccc(-c5cccnc5)c4)n2)[C@@H](CCO)N(C(=O)CC2CC2)C3)CC1	5.8	0.0
COc1ccccc1CN1[C@@H](CO)[C@@H]2c3ccccc3N(C(=O)c3cccnc3)C[C@@H]21	0.7	0.0
CCCNC(=O)N1CC2(C1)[C@H](c1ccccc1)[C@H](CO)N2C(=O)CC1CC1	-11.4	/
COC(=O)[C@@H]1N[C@@H]2c3ccc(C4=CCCCC4)c(=O)n3C[C@@H]2[C@H]1CO	8.9	0.0
COCCNC(=O)C[C@@H]1CC[C@H]2[C@@H](COC[C@@H](O)CN2C(=O)c2cc(Cl)cc(Cl)c2)O1	11.0	0.0
C[C@H](CO)N1C[C@H](C)[C@H](CN(C)S(=O)(=O)c2ccc(Cl)cc2)Oc2ccc(NS(=O)(=O)c3cccs3)cc2C1=O	6.9	0.0
C[C@@H]1CN([C@H](C)CO)C(=O)c2cccc(NC(=O)c3ccncc3)c2O[C@H]1CN(C)Cc1ccc2c(c1)OCO2	-1.9	0.0
Cc1noc(C)c1C(=O)N(C)C[C@@H]1OCc2ccccc2-c2ccccc2C(=O)N([C@H](C)CO)C[C@H]1C	4.2	0.0
CN(C)C(=O)c1cccc(-c2ccc3c(c2)[C@@H]2[C@@H](CCN2C(=O)c2cnccn2)[C@@H](CO)N3)c1	4.1	0.0
C[C@@H]1CN([C@H](C)CO)C(=O)c2cc(NC(=O)Nc3cccc4ccccc34)ccc2O[C@@H](C)CCCCO[C@@H]1CN(C)Cc1ccc(C(F)(F)F)cc1	-2.3	0.1
CCCNC(=O)C[C@H]1CC[C@@H]2[C@H](COC[C@H](O)CN2C(=O)Nc2ccc(Cl)c(Cl)c2)O1	-20.1	0.1
O=C(C[C@H]1CC[C@@H]2NC[C@@H](O)COC[C@H]2O1)N1CCc2ccccc2C1	-11.7	0.0
COc1ccccc1-c1ccc2c(c1)O[C@H](CN(C)CC1CCOCC1)[C@@H](C)CN([C@@H](C)CO)S2(=O)=O	-27.9	0.0
COc1ccc(S(=O)(=O)Nc2ccc3c(c2)C(=O)N([C@@H](C)CO)C[C@H](C)[C@H](CN(C)C(=O)Nc2c(C)noc2C)OCCCC[C@H](C)O3)cc1	17.4	0.0
CO[C@@H](CN(C)S(=O)(=O)c1ccc(C)cc1)[C@@H](C)CN(C(=O)Nc1ccccc1F)[C@@H](C)CO	13.3	0.0
CO[C@H]1CN(C)C(=O)c2ccc(NS(=O)(=O)CC(F)(F)F)cc2OC[C@H](C)N(C(=O)NC(C)C)C[C@@H]1C	-7.6	0.0
COc1ccc(S(=O)(=O)N(C)C[C@H]2Oc3ccc(N(C)C)cc3CC(=O)N([C@@H](C)CO)C[C@H]2C)cc1	-19.6	0.0
CO[C@@H](CN(C)S(=O)(=O)c1cccc(Cl)c1)[C@H](C)CN(C(=O)Nc1ccccc1F)[C@@H](C)CO	-26.4	0.1
C[C@H](CO)N1C[C@H](C)[C@H](CN(C)C(=O)CN2CCOCC2)Oc2ncc(-c3ccncc3)cc2C1=O	15.7	0.0
CCC(=O)N1C[C@H](C)[C@H](OC)CN(C)C(=O)c2ccc(NC(=O)CC(F)(F)F)cc2OC[C@H]1C	-0.5	0.0
COc1ccc(S(=O)(=O)Nc2ccc3c(c2)CC(=O)N([C@H](C)CO)C[C@H](C)[C@H](CN(C)C(=O)Nc2c(C)noc2C)O3)cc1	-7.8	0.0
COc1ccc(-c2cn(CC[C@H]3CC[C@@H](NC(=O)c4cnccn4)[C@@H](CO)O3)nn2)cc1	6.9	0.0
The results go on.
SMILES	DLD1 CTGF mRNA	Pax4 mRNA alpha TC1
O=C(CC1CC1)N1CC(=O)N2[C@H](CO)[C@@H](c3ccc(/C=C/c4ccccc4)cc3)[C@@H]2C1	24.1	0.0
CN1C(=O)c2cc(NS(=O)(=O)c3cccc(F)c3)ccc2OC[C@@H]2O[C@H](CC(=O)N3CCc4ccccc4C3)CC[C@@H]21	14.2	0.0
CNC[C@H]1OCCCC[C@@H](C)Oc2ccc(NC(=O)Nc3ccc(OC)cc3)cc2C(=O)N([C@@H](C)CO)C[C@@H]1C	4.8	0.0
CCCN1[C@H](C(=O)OC)[C@@H](CO)[C@@H]2Cn3c(ccc(-c4cccc(OC)c4)c3=O)[C@@H]21	9.4	0.0
CC(C)(O)C#Cc1ccc([C@H]2[C@@H](CO)N3CCCCN(S(C)(=O)=O)C[C@H]23)cc1	-18.4	0.0
Cc1ccc(CN2CC(=O)N3[C@H](CO)[C@@H](c4ccc(-c5ccccc5F)cc4)[C@@H]3C2)cc1	-30.2	0.0
COc1ccc(C(=O)Nc2ccc3c(c2)C(=O)N(C)[C@H]2CC[C@@H](CC(=O)NCC4CC4)O[C@H]2CO3)cc1	-23.9	0.0
N#C[C@@H]1[C@H](c2ccccc2-c2cccc(F)c2)[C@H](CO)N1C(=O)Nc1cc(F)ccc1F	-6.6	0.2
C[C@@H]1CN([C@@H](C)CO)C(=O)c2cc(NS(=O)(=O)c3cccs3)ccc2O[C@H]1CN(C)S(=O)(=O)c1ccc(Cl)cc1	23.9	0.0
COCC(=O)Nc1ccc2c(c1)OC[C@H](C)N(C)C[C@H](C)[C@@H](OC)CN(C)C2=O	-36.7	0.0
COc1cccc(-c2ccc3n(c2=O)C[C@H]2[C@H](CO)[C@@H](C(=O)N(C)C)[C@@H]3N2C(=O)c2ccccn2)c1	-9.1	0.0
COCC(=O)N1CC2(CN(Cc3ccccc3)C2)c2c(n(C)c3cc(OC)ccc23)[C@H]1CO	12.2	0.0
COc1ccc2c3c(n(C)c2c1)[C@@H](CO)N(CC1CC1)CC31CN(Cc2ccc(F)cc2)C1	0.8	0.0
C[C@H](NC(=O)C[C@@H]1CC[C@H]2[C@@H](COC[C@H](O)CN2C(=O)Nc2cccc(Cl)c2)O1)c1ccccc1	6.1	0.0
C[C@@H]1CCCCO[C@@H](CN(C)C(=O)C2CCCCC2)[C@H](C)CN([C@@H](C)CO)C(=O)c2cc(NS(=O)(=O)c3ccccc3)ccc2O1	1.0	0.0
COc1cccc(S(=O)(=O)N(C)C[C@@H]2Oc3cc(Br)ccc3S(=O)(=O)N([C@@H](C)CO)C[C@@H]2C)c1	43.0	0.0
COCC#Cc1ccc([C@@H]2[C@H]3CN(C(=O)c4ccncc4)CC(=O)N3[C@H]2CO)cc1	-2.7	0.0
COCc1cn(CC[C@@H]2CC[C@@H](NC(=O)Nc3c(C)noc3C)[C@H](CO)O2)nn1	-6.2	0.0
COC(=O)C[C@@H]1CC[C@H]2[C@@H](COC[C@H](O)CN2S(=O)(=O)c2ccccc2OC)O1	-1.6	0.0
CC=Cc1ccc2n(c1=O)C[C@@H]1[C@@H](CO)[C@H](C(=O)N(C)C)N(C(=O)CC)[C@H]21 (mixture of isomers)	5.8	0.0
O=C(Cc1ccncc1)NCC[C@H]1CC[C@H](NS(=O)(=O)c2ccccc2Cl)[C@@H](CO)O1	-11.4	0.0
C[C@H]1CN([C@@H](C)CO)C(=O)CCCn2nncc2CO[C@H]1CN(C)C(=O)Nc1ccc(-c2cccs2)cc1	9.3	0.0
C[C@H]1CN([C@@H](C)CO)C(=O)Cc2cc(NC(=O)C3CC3)ccc2O[C@@H]1CN(C)S(=O)(=O)c1cn(C)cn1	14.2	0.0
O=C(Nc1ccccc1)[C@@H]1[C@@H](CO)[C@@H]2Cn3c(ccc(C4=CCCCC4)c3=O)[C@@H]2N1Cc1cocn1	19.4	0.0
CCCC(=O)Nc1ccc2c(c1)C(=O)N(C)C[C@@H](OC)[C@H](C)CN(C(=O)c1ccccn1)[C@@H](C)CO2	-24.4	0.0
COc1cccc(NC(=O)Nc2ccc3c(c2)C(=O)N(C)C[C@@H](OC)[C@@H](C)CN[C@H](C)CO3)c1	6.7	0.0
C[C@H](CO)N1C[C@H](C)[C@@H](CN(C)C(=O)Nc2ccccc2)OCCCC[C@H](C)Oc2ccc(NC(=O)Nc3ccccc3)cc2C1=O	20.0	0.0
O=C(CCN1CCCCC1)NCC[C@@H]1CC[C@H](NS(=O)(=O)c2cccc(Cl)c2)[C@@H](CO)O1	-14.8	0.0
